# Compound activity: PubChem BioAssay, several laboratories
# TbHK1 inh = T. brucei hexokinase 1 inhibition; recombinant TbHK1, G6PDH-coupled NADH A340; inhibition, % at 10 µM; 220,000 compounds, 0.11% hits; AID 1430;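 active = inhibition of 50% or more in the single-dose primary screen; inactive = inhibition below 50%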
# Hck Nef HTS = human Hck-Nef kinase inhibition; Recombinant Hck-YEEI plus Nef, Z-Lyte FRET kinase assay; inhibition, % at 20 µM; AID 463187; P08631; 220,000 compounds, 0.68% hits;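 active = Hck-Nef kinase inhibition above about 50%, limit read from the data; inactive = inhibition below that limit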;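 note: 0% = DMSO with Hck plus Nef and 100% = Hck alone without Nef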
# Calpain2 inh = blocks pig calpain II enzyme activity; purified calpain II, fluorogenic peptide substrate, 30 min; 220,000 compounds, 0.37% hits; inhibition, % at 16 µM; AID 1236;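 active = inhibition above about 50%, limit read from the data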
# EP2 modulator = EP2 receptor (human) modulation; AID 940; 260,000 compounds, 0.83% hits; EP2-expressing cells, cAMP HTRF FRET, PGE2 co-stimulation; induction, % at 25 µM;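 active = compounds whose cAMP rise, as percent of the full-agonist control response, exceeds 60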;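 note: rat C6 glioma line stably carrying human EP2 under a CMV promoter; the protocol text gives 20 µM as final concentration; 100% = response of wells given 1 µM PGE2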
# 14-3-3 Bad PPI = disrupts binding of bovine 14-3-3 zeta to phospho-Bad peptide | 220,000 compounds, 0.71% hits | TR-FRET 14-3-3zeta/Dy647-pBad peptide displacement, 1 h | AID 781 | inhibition, % at 21.7 µM;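 active = inhibition above about 70%, limit read from the data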;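 note: 0% = full 14-3-3 plus peptide FRET controls and 100% = background without 14-3-3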
# L929 necroptosis = blocks zVAD induced death of L929 cells; L929 zVAD necroptosis rescue, ATP luminescence, 24 h; with zVAD 60 µM; viability rescue, % at 10 µM; 220,000 compounds, 0.38% hits; AID 1377;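 active = activation, scaled between plate controls, above about 75%, limit read from the data; inactive = activation under that limit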;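 note: 0% = zVAD with DMSO and 100% = DMSO alone without zVAD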
# eIF4E 4G PPI = blocks eIF4E binding to eIF4G; TR-FRET eIF4E-eIF4GI(517-606) binding, 2 h; 220,000 compounds, 0.37% hits; inhibition, % at 21.7 µM; AID 782;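 active = inhibition above about 30%, limit read from the data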;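 note: 0% = full FRET control wells and 100% = background wells lacking eIF4GI fragment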
# EP2 antag = inhibitors of human EP2 prostaglandin E2 receptor; C6 glioma cells expressing human EP2, cAMP TR-FRET; cells stimulated with saturating PGE2; inhibition, % at 25 µM; 260,000 compounds, 0.52% hits; AID 1422;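 active = percent inhibition above 40 after rounding to a whole number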;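 note: rat C6 glioma host cells with rolipram phosphodiesterase inhibitor present; the protocol text gives 20 µM as final concentration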
# Rad51 HR inh = Rad51 (human) homologous recombination inhibition; 200,000 compounds, 0.085% hits; Q06609; AID 1385; hRad51 DNA strand exchange, fluorescence dequenching; inhibition, % at 10 µM;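 active = inhibition above 40% at the single screening dose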;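 note: 0% = DMSO control wells and 100% = blanks with heterologous ssDNA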
#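 Material: Human Rad51 nucleoprotein filaments preassembled on unlabelled ssDNA | Also added: Labelled 47-mer dsDNA for strand exchange | Dosing: Single dose, 10 µM final compound | Schedule: 30-min compound preincubation and 15-min exchange, both room temperature | Technique: Fluorescence dequenching at 485/520 nm | Measure: Percent inhibition relative to plate controls and blanks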
# * = called active by the depositor; i = inactive; . = no result given; & = joins results of further samples; [ ] = dose if it differs, or a comment.
Structure,TbHK1 inh,EP2 modulator,eIF4E 4G PPI,Calpain2 inh,Hck Nef HTS,Rad51 HR inh,L929 necroptosis,14-3-3 Bad PPI,EP2 antag
Cc1cc(C)cc(NC(=O)CSc2ccccc2)c1,-1,-1,1,-10,19,-1,0.3,-8,8
CCOC(=O)c1cc(-c2ccccc2)nn1-c1ccccn1,-7,22,-6,-9,4,.,-0.2,-4,5
COc1ccc(NC(=O)CC2SC(=NCC3CCCO3)NC2=O)c([N+](=O)[O-])c1 (stereo not given),-2,15,-2,-26,14,.,0.2,-11,-2
CCn1c(SCC(=O)OC(C)C)nnc1-c1cccc(Cl)c1,0,24,3,-7,-7,-9,0.5,10,16
c1ccc(OCCOCCSc2ncccn2)cc1,2,17,2,-17,-1,-3,0.0,0,13
CCOC(=O)C1CCCN(c2ncnc3c2[nH]c2cccc(OC)c23)C1 (stereo not given),-27,42,-1,i,7,2,2.3,-4,10
COc1cc(/C=N/Nc2nc3ccccc3[nH]2)ccc1O,-54,-68,1,-9,6,.,79*,-3[fluorescence artefact?],5
CC(NC(=O)NNC(N)=S)(C(F)(F)F)C(F)(F)F,6,7,-4,4,14,2,0.6,2,8
O=C(C1c2ccccc2Oc2ccccc21)N1CCN(c2ccc(Cl)cc2)CC1,-1,32,-5,49,-21,.,-0.3,-5,.
Cc1cc(C)cc(OCC(=O)Nc2ccc3c(c2)C(=O)c2ccccc2C3=O)c1,-8,8,4,7,5,.,0.6,10,6

# The list goes on.
Structure,TbHK1 inh,EP2 modulator,eIF4E 4G PPI,Calpain2 inh,Hck Nef HTS,Rad51 HR inh,L929 necroptosis,14-3-3 Bad PPI,EP2 antag
Cc1ccc(S(=O)(=O)N2CC3(C)CN(S(=O)(=O)c4ccc(C)cc4)CC(C)(C2)C3=O)cc1,-1,18,-10,21,-1,.,0.0,0,5
O=C(Nc1ccc2ccccc2c1)/C(=C/c1cccc(Br)c1)NC(=O)c1ccco1,9,21,1,-51,2,-2,0.5,6[fluorescence artefact?],7
CC1(C)CC2CC(C)(CN2CC(O)COc2ccccc2)C1 (stereo not given),0,17,-2,-32,23,-19,3.0,25,5
CCCCn1c(=N)n(CC(=O)c2ccco2)c2ccccc21,3,-27,7,10,0,-2,-0.2,2,9
O=C(c1csc2c1CCCC2)N1CCN(c2cccc(C(F)(F)F)c2)CC1,0,-36,0[fluorescence artefact?],33,0,0,-0.1,11,8
Cn1nnnc1CCOCCc1nnnn1C,2,31,-3,-13,0,10,-0.1,-3,15
O=C(/C=C/NNC(=O)c1ccccc1)c1ccccc1,-7,-15,-3,-13,-19,1,0.9,-13,4
COCCn1c(-c2ccccc2)csc1=Nc1cccnc1,-7,24,-2,1,22,1,0.1,6,4
Cc1ccc(NC(=O)CSc2nc3c(cc2C#N)C(=O)CCC3)cc1S(=O)(=O)N(C)C,-6,-11,6[fluorescence artefact?],2,2,4,0.2,-23,11
CCC(=O)N1c2ccc(S(=O)(=O)CCC(=O)Nc3nccs3)cc2CC1C (stereo not given),0,24,-2,8,6,-4,32,3,15

# Further compounds follow:
Structure,TbHK1 inh,EP2 modulator,eIF4E 4G PPI,Calpain2 inh,Hck Nef HTS,Rad51 HR inh,L929 necroptosis,14-3-3 Bad PPI,EP2 antag
COc1ccc(CSC2=CS(=O)(=O)c3ccccc3N2)cc1,-7,-6,-3,-11,3,10,0.5,-18,11
CCOC(=O)N1CCC(Nc2c(NCCN3CCN(Cc4ccccc4)CC3)c(=O)c2=O)CC1,0,-2,-1,-18,2,-2,0.1,9,11
CC(=O)c1ccc(NC(=O)CN(C)CC(=O)Nc2cccc(F)c2)cc1,-6,-34,1,-30,10,-1,7.1,90*,4
COc1cccc(CNCCNC(=O)c2ccco2)c1OC,1,-22&0,1,-45,0,-6,-1.1,15,8&11
COc1ccc2[nH]c(=O)c(CN(C(C)=O)c3cccc(C)c3)cc2c1,-13,5&17,-8,-112,1,0,0.1,3,4&11
Cc1nc2nc(C)c(CCC(=O)N3CCc4ccccc43)c(C)n2n1,-15,36,4,10,1,5,0.5,3,9
N#Cc1ccc(C(c2nnnn2C2CCCC2)N2CCC(Cc3ccccc3)CC2)cc1 (stereo not given),1,-1,-1,28,-1,0,-0.2,1,5
COCCCNC(=O)C1C2C=CC3(CN(Cc4ccc(C)cc4)C(=O)C13)O2 (stereo not given),39,25,-6,11,0,-4,-0.6,1,6
Cc1ccc(C)c2[nH]c(=O)c(CN(CC3CCCO3)S(=O)(=O)c3ccc4c(c3)OCCO4)cc12 (stereo not given),-23,8,6,-3,-1,3,-1.0,7,8
CCOC(=O)c1ccc(NC(=O)CSCC(=O)OCC(=O)c2ccccc2)cc1,3,-1,4,-6,9,14,-0.3,3[fluorescence artefact?],6

# (further entries)
Structure,TbHK1 inh,EP2 modulator,eIF4E 4G PPI,Calpain2 inh,Hck Nef HTS,Rad51 HR inh,L929 necroptosis,14-3-3 Bad PPI,EP2 antag
N#CCCCSc1nnc(CSc2nc3ccccc3s2)n1-c1ccccc1,-7,.,.,.,2,-2,-0.6,.,17
O=C(c1ccc(COCC(F)(F)F)o1)N1CCCC1,-6,30,1,-23,-7,18,0.0,-10,3
CNC(=O)c1oc(-c2ccccc2)nc1C,2,13,2,1,-6,10,1.1,-10,4
O=C(N/N=C/c1cc(Cl)cc([N+](=O)[O-])c1O)c1cc(-c2ccccn2)nc2ccccc12,-14,5,2,-93,35,11,-0.9,27,6
CCc1sc(C(=O)NCc2ccccc2)cc1C,1,-25,0,8,21,-2,1.9,-12,0
NC(=O)c1cc(Cl)cn(-c2ccccc2)c1=O,-18,12,-2[fluorescence artefact?],-11,0,15,0.2,-14[fluorescence artefact?],13
Brc1cccc(OCCn2ccnc2)c1,-5,12,0,-18,0,-3,-0.8,35[fluorescence artefact?],10
CCCC(c1nnnn1C1CCCCC1)N1CCN(C2CCCC2)CC1 (stereo not given),-3,11&8,0,-12,-2,2,0.3,26[fluorescence artefact?],13&7
O=S(=O)(NCc1ccc2c(c1)OCO2)c1cccc(S(=O)(=O)N2CCOCC2)c1,5,4,1,20,7,-4,1.1,-3,8
CN(Cc1ccno1)Cc1cn(Cc2ccccc2)nc1-c1ccc2c(c1)OCO2,-4,-7,-2,11,19,-4,-1.4,-5,3

# Other compounds:
Structure,TbHK1 inh,EP2 modulator,eIF4E 4G PPI,Calpain2 inh,Hck Nef HTS,Rad51 HR inh,L929 necroptosis,14-3-3 Bad PPI,EP2 antag
Cc1ccc(CN2CCN(/N=C\C=C\c3ccccc3)CC2)cc1,-14,-67,-2,21,20,-7,1.7,-9,8
COc1ccc(NC(=O)CC2C(=O)N(c3ccc(OC)cc3)C(=O)N2C(C)C)cc1 (stereo not given),-7,-11,-4,21,1,-3,0.6,-9[fluorescence artefact?],1
CCOC(=O)C1CCN(C(=O)Nc2cccc(OC)c2)CC1,-9,55,-8,-19,19,-12,0.3,-1,9
CCS(=O)(=O)c1ccc(O)c(NC(=O)COc2ccc(Br)cc2)c1,-8,-1,1,-3,21,-4,-0.2,-1,3
Cc1c(NC(=O)CSCc2c(F)cccc2Cl)c(=O)n(-c2ccccc2)n1C,6,0,-6,22,-17,-5,0.0,1,5
O=C(Cn1cc(S(=O)(=O)Cc2ccccc2)c2ccccc21)Nc1ccccc1,17,5,-5[fluorescence artefact?],-33,5,-9,0.1,3,6
CCN1CCCC1CNCc1cccc(OC)c1OCc1ccc(F)cc1 (stereo not given),6,-52,-1[fluorescence artefact?],13,2,.,0.3,77*,12
O=C(Nc1cccnc1)c1cc(-c2cccnc2)nc2ccc(Br)cc12,-18,26,-7[fluorescence artefact?],16,1,-6,0.5,-7,18
O=C1CCCN1CC(CN1CCOCC1)Sc1nnnn1-c1ccccc1 (stereo not given),-5,12,3[fluorescence artefact?],-3,2,-7,0.5,79*,11
CCCCN(CC)C(=O)Cc1c(C(=O)O)[nH]c2ccc(Cl)cc12,1,-1,4,-10,10,-3,0.8,6,8
CC(NC(=O)/C(C#N)=C/c1ccco1)c1ccccc1 (stereo not given),-72,-7,-2,31,7,13,-0.8,2,8
Cc1cccn2c(=O)c(/C=C(\C#N)C(N)=O)c(N3CCN(Cc4ccc5c(c4)OCO5)CC3)nc12,-13,21,7,-10,1,2,-0.3,10,4

# Part of the list above, with values under each structure.
# Every second line gives: TbHK1 inh, EP2 modulator, eIF4E 4G PPI, Calpain2 inh, Hck Nef HTS, Rad51 HR inh, L929 necroptosis, 14-3-3 Bad PPI, EP2 antag
- CCCC(c1nnnn1C1CCCCC1)N1CCN(C2CCCC2)CC1 (stereo not given)
→ -3, 11&8, 0, -12, -2, 2, 0.3, 26[fluorescence artefact?], 13&7
- O=S(=O)(NCc1ccc2c(c1)OCO2)c1cccc(S(=O)(=O)N2CCOCC2)c1
→ 5, 4, 1, 20, 7, -4, 1.1, -3, 8
- CN(Cc1ccno1)Cc1cn(Cc2ccccc2)nc1-c1ccc2c(c1)OCO2
→ -4, -7, -2, 11, 19, -4, -1.4, -5, 3
- Cc1ccc(CN2CCN(/N=C\C=C\c3ccccc3)CC2)cc1
→ -14, -67, -2, 21, 20, -7, 1.7, -9, 8
- COc1ccc(NC(=O)CC2C(=O)N(c3ccc(OC)cc3)C(=O)N2C(C)C)cc1 (stereo not given)
→ -7, -11, -4, 21, 1, -3, 0.6, -9[fluorescence artefact?], 1
- CCOC(=O)C1CCN(C(=O)Nc2cccc(OC)c2)CC1
→ -9, 55, -8, -19, 19, -12, 0.3, -1, 9
- CCS(=O)(=O)c1ccc(O)c(NC(=O)COc2ccc(Br)cc2)c1
→ -8, -1, 1, -3, 21, -4, -0.2, -1, 3
- Cc1c(NC(=O)CSCc2c(F)cccc2Cl)c(=O)n(-c2ccccc2)n1C
→ 6, 0, -6, 22, -17, -5, 0.0, 1, 5
- O=C(Cn1cc(S(=O)(=O)Cc2ccccc2)c2ccccc21)Nc1ccccc1
→ 17, 5, -5[fluorescence artefact?], -33, 5, -9, 0.1, 3, 6
- CCN1CCCC1CNCc1cccc(OC)c1OCc1ccc(F)cc1 (stereo not given)
→ 6, -52, -1[fluorescence artefact?], 13, 2, ., 0.3, 77*, 12
- O=C(Nc1cccnc1)c1cc(-c2cccnc2)nc2ccc(Br)cc12
→ -18, 26, -7[fluorescence artefact?], 16, 1, -6, 0.5, -7, 18
- O=C1CCCN1CC(CN1CCOCC1)Sc1nnnn1-c1ccccc1 (stereo not given)
→ -5, 12, 3[fluorescence artefact?], -3, 2, -7, 0.5, 79*, 11
- CCCCN(CC)C(=O)Cc1c(C(=O)O)[nH]c2ccc(Cl)cc12
→ 1, -1, 4, -10, 10, -3, 0.8, 6, 8
- CC(NC(=O)/C(C#N)=C/c1ccco1)c1ccccc1 (stereo not given)
→ -72, -7, -2, 31, 7, 13, -0.8, 2, 8
- Cc1cccn2c(=O)c(/C=C(\C#N)C(N)=O)c(N3CCN(Cc4ccc5c(c4)OCO5)CC3)nc12
→ -13, 21, 7, -10, 1, 2, -0.3, 10, 4

# Only part of the results is shown. The share of hits here may be higher or lower than overall.
